HSF-1 act: increases HSF-1 driven luciferase reporter signal; NIH3T3-HGL HSF-1 luciferase reporter, MG132, 8 h; 100% = twice DMSO control signal; actives 1.7% (n = 300,000); activation, % at 9 µM;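 active means mean replicate activation of at least 50% with a set share of replicates each reaching 50%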;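 further: 0% = median of the neutral control wells and 100% = twice that signal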
IEC-6 tox: counter-screen for KLF5 inhibitors: cytotoxicity in IEC-6 cells | IEC-6 cytotoxicity, luminescence viability | inhibition, % at 5 µM | actives 0.78% (n = 290,000); in the data active means inhibition above about 22%;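 further: 0% = plate median of test compound wells and 100% = cytotoxic reference compound wells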
HSF1 inh: HSF1 inhibition. NIH3T3-HGL HSE-luciferase, MG132-induced, luminescence 8 h; active compounds read low. activity change, negative = inhibition, % at 7.5 µM (by protocol). actives 0.77% (n = 300,000). AID 2098;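 active means more than half of replicate wells show activity change below -50%, luminescence cut by over half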;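 further: luciferase reports HSF-1 transcriptional activity via heat shock element; 0% = median of DMSO wells and -100% = zero luminescence signal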
aSyn 5UTR inh: 5' untranslated region of α-synuclein, MLPCN primary screen; AID 1813; alpha-synuclein 5'UTR reporter, inhibitor activity; actives 0.82% (n = 300,000); inhibition, % (tested at 7.5 µM); in the data active means inhibition above about 60%;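 further: H4 neuroglioblastoma cells stably carrying SNCA 5'UTR luciferase fusion; 0% = DMSO wells and 100% = positive control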
HSP90 inh: HSP90 refolding inhibition in rabbit reticulocyte lysate; actives 0.91% (n = 290,000); inhibition, % at 5.6 µM; AID 1789; luciferase refolding luminescence, 3 h;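 active means inhibition above the screen-wide mean plus 3 SD, computed separately per campaign, cut at about 16% in these data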;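 further: 0% = DMSO wells and 100% = 60 µM geldanamycin wells; inhibitors lower the luminescence because luciferase stays unfolded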
Dyrk1A ADPGlo: Dyrk1A (rat) kinase inhibition | Q63470 | ADP-Glo luminescence, NFATc1 peptide | inhibition, % at 12.5 µM | actives 0.43% (n = 310,000); in the data active means inhibition above about 50%;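 further: plate controls were vehicle with enzyme for no effect and no enzyme for full effect; many of its hits are not listed in these tables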
GSK3 alpha inh: human GSK-3 alpha kinase inhibition; P49840; ADP-Glo luminescence, 60 min; inhibition, % at 10 µM; actives 0.1% (n = 320,000);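 in the data active means inhibition above about 50%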;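 further: GST-tagged GSK-3 alpha with peptide substrate and 25 µM ATP; 0% = DMSO neutral wells and 100% = GW8510 positive control wells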
Target sequence (P49840 whole entry, looked up): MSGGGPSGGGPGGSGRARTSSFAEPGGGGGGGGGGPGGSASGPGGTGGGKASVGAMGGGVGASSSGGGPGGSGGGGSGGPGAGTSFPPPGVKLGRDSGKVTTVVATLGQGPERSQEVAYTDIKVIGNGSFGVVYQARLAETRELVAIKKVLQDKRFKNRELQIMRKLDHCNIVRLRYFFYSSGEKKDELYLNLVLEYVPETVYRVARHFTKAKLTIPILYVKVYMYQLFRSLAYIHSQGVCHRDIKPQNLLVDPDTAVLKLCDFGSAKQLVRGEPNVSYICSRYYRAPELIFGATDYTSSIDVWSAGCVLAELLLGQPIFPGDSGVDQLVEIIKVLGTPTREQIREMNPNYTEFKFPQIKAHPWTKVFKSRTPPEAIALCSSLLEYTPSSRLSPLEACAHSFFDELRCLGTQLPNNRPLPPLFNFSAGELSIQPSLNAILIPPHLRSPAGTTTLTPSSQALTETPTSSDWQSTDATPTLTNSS
GSK3B inh: human GSK3beta kinase inhibition; GST-GSK3beta kinase, ADP-Glo luminescence, 60 min; active compounds read low; actives 0.038% (n = 300,000); activity score (negative = inhibition), % at 10 µM; P49841;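 active means more than half of replicate wells score below -50%, meaning over 50% inhibition versus plate controls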;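 further: 0% = median DMSO wells and -100% = median GW8510 positive control wells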
Target sequence (P49841 whole entry, looked up): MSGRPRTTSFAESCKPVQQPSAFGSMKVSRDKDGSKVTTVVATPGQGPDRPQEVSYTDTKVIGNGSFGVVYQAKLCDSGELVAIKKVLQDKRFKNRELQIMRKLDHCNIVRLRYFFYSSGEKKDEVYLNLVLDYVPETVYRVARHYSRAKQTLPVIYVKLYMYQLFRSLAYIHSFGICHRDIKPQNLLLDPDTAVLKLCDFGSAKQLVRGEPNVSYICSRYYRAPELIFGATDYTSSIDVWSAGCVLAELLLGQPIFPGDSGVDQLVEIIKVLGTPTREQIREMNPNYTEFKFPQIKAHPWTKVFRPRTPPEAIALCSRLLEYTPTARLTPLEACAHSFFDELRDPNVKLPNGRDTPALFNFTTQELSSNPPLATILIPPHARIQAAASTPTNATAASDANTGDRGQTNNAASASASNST
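Assay system: GST-tagged human GSK3beta kinase, cell-free; Input: 1.6 ng GSK3beta; Medium: Tris/MgCl2 kinase buffer; Timing: 60 min enzyme reaction, room temperature; Signal: ADP-Glo luminescence quantifying ADP generated by kinase; Evaluation: score relative to plate controls; Benchmarks: DMSO neutral wells and GW8510 at 20 µM as positive.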
Platelet DG rel: platelet dense granule release activity; human platelet-rich plasma, SFLLRN dense granule ATP release, luminescence; inhibition, %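 (compounds screened at 7.5 µM in platelet-rich plasma)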; actives 0.22% (n = 300,000);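 active means mean replicate score, as percent of positive control, at or above 50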
KLF5 inhibitor: suppresses KLF5 promoter-driven expression; DLD-1 KLF5 promoter-luciferase reporter, luminescence; inhibition, % at 5 µM; actives 0.23% (n = 290,000);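 active means inhibition above a per-plate limit of that plate's mean compound inhibition plus 3 SD, cut at about 60% in these data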;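 further: 0% = DMSO wells and 100% = LY294002 at 200 µM; higher means less KLF5 promoter-driven luciferase light; inactives centre near -14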
An asterisk follows results filed as active; · = no result given. Only part of the results is shown. The share of hits here may be higher or lower than overall.

SMILES	HSF-1 act	IEC-6 tox	HSF1 inh	aSyn 5UTR inh	HSP90 inh	Dyrk1A ADPGlo	GSK3 alpha inh	GSK3B inh	Platelet DG rel	KLF5 inhibitor
O=C(NCCCN1CCN(CCCNC(=O)c2cc([N+](=O)[O-])ccc2Cl)CC1)c1cc([N+](=O)[O-])ccc1Cl	6	7	1	-3	0	-5	2	1	6	-8
COc1ccc(C(C(=O)NC2CCCCC2)N(C(=O)c2snc(C(N)=O)c2N)c2ccccc2OC)cc1 (stereo not drawn)	10	3	1	15	4	1	-2	0	2	0
O=Cc1[nH]c2ccccc2c1N(C(=O)CCl)c1ccc([N+](=O)[O-])cc1	37	-3	22	84*	-3	5	0	0	3	-7
COc1ccc(OC)c2[nH]c(=O)c(CCNC(=O)c3ccc(S(=O)(=O)N(C)C)cc3)cc12	18	-1	-4	21	-1	4	-5	-1	-8	-5
CCc1ccc(C(=O)Nc2ccc(C)c(NS(C)(=O)=O)c2)cc1	20	6	7	-43	-3	·	2	2	0	-58
O=C(NC(NCCCN1CCOCC1)(C(F)(F)F)C(F)(F)F)C1CCCCC1	-10	1	-3	-15	-1	-3	1	4	-32	-3
O=C(O)CSc1ccc(Oc2ccc(SCC(=O)O)cc2)cc1	-13	6	-5	-6	2	3	-1	2	-2	-8
CCCc1cc(-c2n[nH]c(=S)n2CC)c2ccccc2n1	1	0	-5	4	2	2	0	1	-3	-18
COc1ccc(CC(=O)Nc2nc(-c3cccnc3)cs2)cc1	12	2	0	1	2	-1	0	1	-8	-37
CC1(C)NC(=O)N(CC(=O)OCC(=O)c2ccc(F)cc2)C1=O	-4	·	10	-4	·	·	-2	-4	-5	·
COC(=O)C/C=N/N=C1/NC(=O)/C(=C/C(=O)O)S1	24	-13	0	13	4	5	-1	0	1	-39
COc1ccc(Cc2nnc3c4cnn(C)c4ncn23)cc1	-5	-1	-1	23	2	-4	-1	0	-5	4

The last 3 records of the section above come first, to join the parts.
SMILES	HSF-1 act	IEC-6 tox	HSF1 inh	aSyn 5UTR inh	HSP90 inh	Dyrk1A ADPGlo	GSK3 alpha inh	GSK3B inh	Platelet DG rel	KLF5 inhibitor
CC1(C)NC(=O)N(CC(=O)OCC(=O)c2ccc(F)cc2)C1=O	-4	·	10	-4	·	·	-2	-4	-5	·
COC(=O)C/C=N/N=C1/NC(=O)/C(=C/C(=O)O)S1	24	-13	0	13	4	5	-1	0	1	-39
COc1ccc(Cc2nnc3c4cnn(C)c4ncn23)cc1	-5	-1	-1	23	2	-4	-1	0	-5	4
CCCCNc1nc(-c2ccccc2)c(C(=O)OCC)cc1C#N	4	-6	-3	-10	1	-4	2	0	4	-32
COc1cc(C(=O)Nc2nc(-c3cc(C)ccc3C)c(C)s2)ccc1OCC(=O)Nc1ccc(F)cc1	-8	3	1	3	2	-5	-2	-1	9	-16
CCc1nc(SCC(=O)Nc2ccc3c(c2)OCCO3)c2oc3ccccc3c2n1	8	-3	-9	27	0	11	-1	-2	0	-32
Cc1ccc(C)c(NC(=O)C[n+]2ccccc2)c1	-5	2	-6	1	-2	-1	-7	-1	-6	-14
O=C(NCCCn1ccnc1)c1ccc(OCC(F)(F)F)cc1	-14	6	-3	-12	2	-4	-1	1	7	-31
COc1cccc(CNc2nn[nH]n2)c1OC	17	2	-8	-7	0	-2	-6	-2	-13	-34
Cc1ccc(-c2n[nH]c(=S)n2/N=C/c2ccncc2)cc1	·	2	·	-16	-3	3	-9	-43	3	-6
Cc1ccc(S(=O)(=O)Cn2nnnc2CN2CCCC3(CCCCC3)C2)cc1	2	3	3	28	2	2	5	3	8	-31
CCCCCCCCn1c(N2CCN(c3cccc(Cl)c3)CC2)nc2c1c(=O)[nH]c(=O)n2C	7	-2	1	-3	-2	-2	1	1	-3	-20
CCN(CC)S(=O)(=O)c1cccc(C(=O)N/N=C/c2ccc([N+](=O)[O-])o2)c1	-5	0	0	-20	2	0	1	1	5	-38
COc1cc(/C=C/C(=O)Oc2coc(CSc3ncccn3)cc2=O)cc(OC)c1OC	-2	5	0	2	2	·	-2	2	-4	-28
C/C(CC(=O)Nc1cc(C)ccn1)=N\NC(=O)c1ccccc1C	36	-7	0	-19	3	-3	0	1	0	-24
Cn1ncc2c(NNC(=O)Cc3ccccc3)ncnc21	8	-2	-7	13	3	1	0	-24	2	-36
CC1=C(C(=O)NC2CCC(C)CC2)C2(CCC(C)CC2)OC1=O (stereo not drawn)	8	4	-4	6	-2	-1	-1	-2	-12	-36
CC(CNC(=O)c1ccccc1[N+](=O)[O-])NC(=O)c1ccccc1[N+](=O)[O-] (stereo not drawn)	-1	·	-5	-23	·	·	0	1	-8	·
CCN(CC)CCC/C(=N\O)C(O)(c1ccccc1)c1ccccc1	-14	0	-1	15	3	5	-1	5	-7	-22
O=C1NCCN1Cc1ccccc1F	3	-4	-2	-10	1	-7	-2	2	-18	5
COc1ccc(S(=O)(=O)NNC(=O)c2ccc([N+](=O)[O-])cc2)cc1	15	-4	-2	-15	2	5	0	-1	-11	-34
CCn1cc(C(=O)NC2CCCCCC2)c2cc(OC)c(OC)cc2c1=O	8	4	-2	-1	0	4	3	1	0	-15
Cc1ccccc1OCC(=O)N(Cc1nc(-c2ccccc2)no1)C(C)C	-7	-2	-2	9	2	6	0	1	-7	-6
O=C(Nc1ccc(Cl)cc1)C1C2C=CC3(O2)C1C(=O)N(CCCN1CCCCC1)C3C(=O)NC1CCCCC1 (stereo not drawn)	-4	0	-14	-8	-2	-1	-2	·	0	-2
COc1cccc(NC(=O)C(=O)NCC(c2ccco2)N2CCc3ccccc3C2)c1 (stereo not drawn)	0	·	0	1	·	16	-2	-2	-3	·
CCC(=O)Nc1c(C)n[nH]c1C	5	-12	-4	23	-2	-2	-2	0	15	7
Cc1nc2cc(NC(=O)NCc3ccco3)ccc2n1C	-1	2	-5	-60	2	-1	-5	2	6	-23
Cc1cc(SCC(=O)OCC(=O)N(C)C2CCS(=O)(=O)C2)c(C)cc1Br (stereo not drawn)	1	·	-2	-14	·	5	2	1	-13	·
O=C(COC(=O)CCc1ccccc1)NC(c1ccccc1)c1ccccc1	-5	-2	-8	22	0	3	-3	-3	17	-18
O=C(NC(=S)Nc1ccccc1[N+](=O)[O-])c1cncc(Br)c1	14	-4	23	-42	-3	·	-2	4	5	-43
Cc1ccc(NC(=O)N2CCN(C(=O)c3ccco3)CC2)cc1Cl	-21	-3	-9	9	-3	14	0	1	-4	-29
CCCCn1c(N)c(N(CC(C)C)C(=O)CN2C(=O)C3CCCCC3C2=O)c(=O)[nH]c1=O (stereo not drawn)	4	·	-1	6	·	-13	-1	-2	5	·
N#CCCc1cccc(CCC#N)c1	5	6	-6	-20	-4	2	0	0	-8	1
COc1ccc(C(C(=O)NCC2CCCO2)N(C(=O)c2snc(C(N)=O)c2N)c2ccc(C)cc2)cc1OC (stereo not drawn)	16	3	-2	10	5	-8	·	0	-13	18
COc1ccccc1CC(=O)NNS(=O)(=O)c1ccccc1[N+](=O)[O-]	0	-4	2	-5	-3	-1	-4	-5	9	2
COc1ccc(CNC(=O)[C@H](C)N2C(=O)N3CCc4c([nH]c5ccccc45)[C@@]3(C)C2=O)cc1OC	21	0	7	15	-4	5	-2	0	1	7
Cn1c(=O)oc2cc(S(=O)(=O)N3CCC(C(=O)NCc4ccccc4)CC3)ccc21	-2	0	-9	8	4	1	0	0	-1	-20
Cc1cc(C)cc(N2CCN(C(=O)N3CCOCC3)CC2)c1	-11	5	1	13	0	2	6	1	1	10
CCCCN(CC)CCNC(=O)c1cn(CCOC)c(=O)c2c1c1ccccc1n2C	-6	-7	3	-38	-3	-1	-2	-2	2	-26
O=C(c1ccccc1)n1c(=O)cc[nH]c1=O	1	·	-3	-11	·	-1	2	-3	4	·
CCCC12CN3CC(CCC)(CN(C1)C3c1ccco1)C2=O (stereo not drawn)	4	-5	-7	-16	-3	-4	-1	2	2	-10
Cn1ccc(C(=O)Nc2sc3c(c2C(N)=O)CCCCC3)n1	-7	-2	-10	15	19*	-3	8	-4	-9	-128
C/C(CC(=O)NC(C)c1ccccc1)=N\NC(N)=S (stereo not drawn)	0	1	-5	10	4	-7	-1	1	0	-24
COc1ccccc1-n1cc(C(=O)c2cc(Cl)ccc2O)cc(C#N)c1=O	24	4	26	5	0	1	2	2	1	10
Cc1cccc(Cn2nc(C)cc2NC(=O)CCCn2ccc([N+](=O)[O-])n2)c1	11	-2	12	22	-1	0	-1	2	-5	-14
Cc1c(N2C(=O)c3ccccc3C2(O)c2ccccc2)c(=O)n(-c2ccccc2)n1C (stereo not drawn)	·	-1	·	-3	-3	-3	4	2	-1	-15
CCN(CC)C(=O)Cn1c(=O)n(CCCC(=O)NCc2ccc3c(c2)OCO3)c(=O)c2sccc21	-4	-1	-4	5	2	1	0	2	-7	4
COc1ccc(N2CC(C(=O)Nc3nc(-c4ccccc4)c(C(C)=O)s3)CC2=O)c(OC)c1 (stereo not drawn)	19	·	0	20	·	24	17	-25	-10	·
S=C(NCc1ccccc1)N1CCc2ccccc2C1	1	-2	1	-3	-1	2	-1	-1	2	-6
Cc1ccc2oc(C(Cl)(Cl)Cl)cc(=O)c2c1	52*	-5	45	-35	0	-6	0	2	-1	-12
CCCC(c1nnnn1Cc1ccc(F)cc1)N1CCN(C)CC1 (stereo not drawn)	4	1	-2	-7	0	-3	-4	0	14	-9
Cc1ccc(-n2c(NN)nc3ccccc3c2=O)c(C)c1	-9	-5	-3	-10	-2	-3	0	1	-6	6
CN(CCc1ccccc1)C1CCCN(C(=O)Cn2cccn2)C1 (stereo not drawn)	-16	7	4	5	2	2	0	0	-3	-41
CCc1nc2ccccc2n1CC(=O)Nc1cc(C)on1	0	0	-4	2	0	-6	-2	-1	15	4
Cc1nc2ccc(NC(=O)c3cccc(C(F)(F)F)c3)cc2o1	22	6	11	-36	2	-2	-1	-1	2	-13
Fc1ccc(-c2nnc3sc(C4COc5ccccc5O4)nn23)cc1 (stereo not drawn)	9	3	7	-35	-2	68*	5	5	-14	-24
O=S(=O)(N/N=C1/CC(c2ccccc2)Oc2ccccc21)c1ccc(Br)cc1 (stereo not drawn)	10	0	5	-51	-2	3	-1	4	-1	5
CCc1ccc(NC(=O)c2cnc(SC)nc2C)cc1	9	-1	8	-93	-2	2	-3	-1	4	-17
O=C(CCN1C(=O)/C(=C/c2ccc(Cl)cc2)SC1=S)NCCCn1ccnc1	-3	4	2	-2	2	·	0	-1	3	-7
CCOC(=O)N1CCN(S(=O)(=O)c2ccc(C(=O)Nc3nc4ccc(F)cc4s3)cc2)CC1	5	0	-5	-4	-3	7	-3	2	15	5
COc1ccc(N2CC(C(=O)Nc3nnc(C4CCCCC4)s3)CC2=O)cc1 (stereo not drawn)	-70	-11	-62*	1	0	2	-1	2	1	12
CC1CCc2c(sc(NC(=O)c3ccc(-c4ccccc4[N+](=O)[O-])o3)c2C#N)C1 (stereo not drawn)	17	-4	2	-22	-3	-2	-1	1	11	-21
COc1ccccc1NS(=O)(=O)c1cccc(C(=O)NCC(c2ccco2)N2CCCCC2)c1 (stereo not drawn)	17	·	9	-12	·	11	·	2	-16	·

High-throughput results as filed in PubChem BioAssay.
